From PubChem BioAssay
BAZ2B inh: BAZ2B (human) inhibition. Q9UIF8. AlphaScreen BAZ2B-H3K14Ac peptide displacement. Potency, µM (titrated, usually from 114 µM), inactives show top-dose activity change, negative = inhibition, hits mostly inhibitors. actives 4.4% (n = 360,000). AID 504333; further: potency means the concentration at half of the fitted maximal effect; on the % scale 0 is the no-effect control and ±100 the full control effect; nearly all actives have a fitted effect of over 60% in size
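Complex of BAZ2B and biotin-H3K14Ac (50 nM apiece) forms over 30 min at RT, then faces library compounds up to 110 uM for another 30 min; AlphaScreen beads added, 20 min dark incubation, luminescence read.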
HP1b chromo inh: inhibitors of HP1-beta chromodomain binding to methylated histone tails | P83916 | actives 0.56% (n = 390,000) | AlphaScreen HP1-beta / biotin-H3K9me3 peptide binding | Potency, µM (top dose mostly 114 µM), inactives show top-dose activity change, negative = inhibition, most hits filed as inhibitors; further: potency means the concentration at half of the fitted maximal effect; nearly all actives have a fitted effect of over 70% in size; inactives centre near 23
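Compound inhibition of the preformed complex between 50 nM HP1-beta and 50 nM biotinylated H3K9me3 peptide was read by AlphaScreen. Buffer was PBS pH 7.4 with 0.01% Tween-20. Incubations ran 30 min at room temperature, with 10 ug/mL donor/acceptor beads.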
JMJD2A Tudor inh: blocks the human JMJD2A Tudor domain. Potency, µM (highest dose often 114 µM), without a hit: at the highest dose activity change, negative = inhibition, usual class: inhibitors. AlphaScreen JMJD2A-Tudor / H3K4me3 peptide binding. actives 4.4% (n = 390,000). O75164; further: potency means the concentration at half of the fitted maximal effect; on the % scale 0 is the no-effect control and ±100 the full control effect; nearly all actives have a fitted effect of over 50% in size
G9a inh: blocks human histone lysine methyltransferase G9a; actives 8.8% (n = 350,000); Potency, µM (top dose mostly 102 µM), for inactives: at the top dose activity, negative = inhibition, hits mostly inhibitors; AID 504332; Q96KQ7; G9a H3K9 monomethylation, AlphaScreen, 2 h; further: potency means the concentration at half of the fitted maximal effect; on the % scale 0 is the no-effect control and ±100 the full control effect; nearly all actives have a fitted effect of over 75% in size
Target sequence (Q96KQ7 913-1193 limits assumed): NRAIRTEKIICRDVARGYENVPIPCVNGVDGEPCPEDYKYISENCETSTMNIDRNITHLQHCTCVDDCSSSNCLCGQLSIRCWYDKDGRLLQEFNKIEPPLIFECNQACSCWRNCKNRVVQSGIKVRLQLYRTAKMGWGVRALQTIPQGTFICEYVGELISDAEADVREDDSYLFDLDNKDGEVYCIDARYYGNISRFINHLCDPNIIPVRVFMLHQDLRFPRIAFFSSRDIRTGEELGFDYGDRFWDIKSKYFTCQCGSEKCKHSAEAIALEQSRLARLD
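AlphaScreen read-out: biotin-H3K9 peptide (500 nM) methylation by 20 nM enzyme with 20 uM SAM, 2 h at room temperature after 15 min compound preincubation; anti-monomethyl H3K9 antibody plus donor/acceptor beads, 10 min dark.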
PGK inhibitor: T. brucei PGK inhibition. P07378. PGK/GAPDH coupled, Kinase-Glo luminescence, 60 min. Potency, µM (series often up to 57.5 µM), inactives show top-dose activity change, negative = inhibition, usual class: inhibitors. actives 0.043% (n = 380,000). AID 602233; further: potency means the concentration at half of the fitted maximal effect; on the % scale 0 is the no-effect control and ±100 the full control effect; nearly all actives have a fitted effect of over 60% in size
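Recombinant glycosomal PGK reaction used 1,3-bisphosphoglycerate generated in-well by GAPDH (100nM final) in 100mM TEA pH 7.6, 5mM MgCl2, 0.01% Tween-20. After 60 minutes at room temperature, ATP was read by Kinase-Glo Plus luminescence end-point.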
GLS inhibitor: blocks human kidney-isoform glutaminase activity; O94925; GLS enzymatic activity, qHTS titration; AID 624170; Potency, µM (titrated, usually from 45.5 µM), without a hit: top-dose activity change, negative = inhibition, hits mostly inhibitors; actives 0.21% (n = 410,000); further: potency means the concentration at half of the fitted maximal effect; on the % scale 0 is the no-effect control and ±100 the full control effect
Target sequence (O94925 whole entry, looked up, canonical isoform): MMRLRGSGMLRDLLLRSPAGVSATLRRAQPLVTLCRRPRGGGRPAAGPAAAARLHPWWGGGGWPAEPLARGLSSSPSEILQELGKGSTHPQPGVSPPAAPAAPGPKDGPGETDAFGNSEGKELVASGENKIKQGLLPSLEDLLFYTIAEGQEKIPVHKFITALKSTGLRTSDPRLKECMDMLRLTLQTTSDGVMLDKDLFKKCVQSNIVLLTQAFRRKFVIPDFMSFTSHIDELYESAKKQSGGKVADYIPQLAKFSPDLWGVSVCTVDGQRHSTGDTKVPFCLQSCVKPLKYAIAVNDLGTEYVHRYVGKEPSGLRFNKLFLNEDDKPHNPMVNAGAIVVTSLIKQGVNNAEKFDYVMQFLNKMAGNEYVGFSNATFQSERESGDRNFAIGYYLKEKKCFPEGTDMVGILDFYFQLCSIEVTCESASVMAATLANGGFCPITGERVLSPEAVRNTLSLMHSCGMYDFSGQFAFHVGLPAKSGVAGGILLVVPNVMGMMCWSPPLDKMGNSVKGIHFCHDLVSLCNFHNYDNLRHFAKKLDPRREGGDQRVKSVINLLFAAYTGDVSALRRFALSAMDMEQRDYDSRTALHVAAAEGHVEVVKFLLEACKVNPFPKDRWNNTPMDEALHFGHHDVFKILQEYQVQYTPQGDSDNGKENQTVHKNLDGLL
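Assay buffer: 45 mM KH2PO4 pH 8.2, 0.02% Tween-20. hKGA acts on L-glutamine (1 mM solution added); product glutamate is reported by an oxidase/peroxidase Amplex Red coupling, with fluorescence taken at baseline and 30 min.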
PI4K2A block: blocks human PI4K2A kinase activity; Q9BTU6; purified PI4K2A, ADP-Glo luminescence, 1 h; stronger effect = lower value; activity change, negative = inhibition, % at 76.9 µM; actives 0.13% (n = 420,000); in the data active means activity change below about -50%; inconclusive means mostly about -30% to -49%;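 further: -100% = wells without enzyme as full effect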
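Compounds are screened against recombinant PI4K2A using PI as substrate and ATP, the latter dispensed at 300 microM. Reactions run one hour at ambient temperature before ADP-Glo detection; full inhibition defined by wells lacking enzyme.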
POLH inh: inhibitors of human DNA polymerase eta; Q9Y253; recombinant Pol eta, fluorescent DNA replication assay; Potency, µM (highest dose often 114 µM), for inactives: at the highest dose activity change, negative = inhibition, usual class: inhibitors; actives 1.2% (n = 390,000); AID 588591; further: potency means the concentration at half of the fitted maximal effect; on the % scale 0 is the no-effect control and ±100 the full control effect
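Pol eta (10 nM) was preincubated with compounds for 15 min at room temperature, after which fluorescent replication substrate (50 nM final) was added to start the reaction. Fluorescence was read kinetically at 0 and 10 min.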
Pin1 inh: blocks the human prolyl isomerase Pin1. Q13526. Pin1 FP peptide displacement, HiFluor488, 10 min. Potency, µM (highest dose often 115 µM), inactives show top-dose activity, negative = inhibition, most hits filed as inhibitors. actives 0.009% (n = 390,000). AID 504891; active means well fitted inhibition curve with a large enough effect in the polarisation, with a control signal flat, not every such curve was filed as active; inconclusive means small, poorly fitted or top-dose-only effect, or effect the other way, or a change in a side signal; inactive means no such curve, though single readings can be large or run the other way; the % refers to the polarisation; further: potency means the concentration at half of the fitted maximal effect; on the % scale 0 is the no-effect control and ±100 the full control effect
* hit, by the source's call; i = inactive; ? = inconclusive; nt = no result given; [ ] = dose if it differs, or a comment. Unless noted, the call rests on the fitted dose curve; in most records, active means well fitted curve in the direction sought with a large enough effect; inconclusive means small, poorly fitted or top-dose-only effect, or another doubt; inactive means no such curve, though single readings can be large; an effect the other way counts as inactive or inconclusive.

BAZ2B inh,Molecule,HP1b chromo inh,JMJD2A Tudor inh,G9a inh,PGK inhibitor,GLS inhibitor,PI4K2A block,POLH inh,Pin1 inh
-20%,COCCN(C(=O)COC(=O)c1cccc2ccccc12)c1c(N)n(Cc2ccccc2)c(=O)[nH]c1=O,21%,-12%,nt,-2%,12%,3,-3%,-1%
?,COc1cccc(CN2CCN(Cc3cc(OC)c(OC)cc3[N+](=O)[O-])CC2)c1,-52%,0.79µM*,7.9µM*,-6%,-3%,0,-13%,-12%
nt,Cn1cc(CC(=O)NCCCN2CCOCC2)c2ccccc21,19%,-13%,?,6%,2%,4,1%,-1%
-30%,O=C(O)c1ccc(N/N=C/c2ccc(F)c(F)c2)cc1,6%,-35%,4.5µM*,-2%,28%,-11,?,1%
?,O=C(CN1CCN(c2cccc(Cl)c2)CC1)NC1CCCc2ccccc21 (stereo not given),-2%,-30%,-6%,9%,-8%,10,-16%,-7%
?,c1coc(CN2CN=C(Nc3nc4ccccc4s3)NC2)c1,21%,-11%,-48%,5%,4%,-8,-15%,-1%
?,CCN(CC)CCn1c(NCc2ccco2)nc2ccccc21,13%,-29%,-16%[59 µM],-1%,53%[activator],-5,-18%,1%
4%,Cc1ccc(CNC(=O)C(Cc2ccccc2)NS(=O)(=O)c2ccc(Br)s2)cc1 (stereo not given),32%,10%,?,1%,2%,-11,-22%,31%[activator]
-5%,Cc1cc(C)c(C)c(S(=O)(=O)N2CCC(C(=O)NCC(c3ccccc3)N(C)C)CC2)c1C (stereo not given),38%,-29%,10%,1%,20%,4,4%,-4%
4%,Cc1cc(C)cc(C(=O)Nc2ccc(-c3cn4cccnc4n3)cc2)c1,53%[activator],2%,5%[59 µM],8%,-3%,-4,5%,-11%
-23%,O=C(NC12CC3CC(CC(C3)C1)C2)c1cc([N+](=O)[O-])ccc1N1CCOCC1,47%[activator],-19%,?,5%,8%,-1,-9%,2%
8%,CCOC(=O)c1ccc(NC(=O)CNC(=O)c2ccco2)cc1,42%[activator],-10%,4%,-4%,-7%,1,-11%,-1%
-4%,CCOC(=O)c1cc(NC(=O)c2ccc(Cl)cc2)c(=O)n2c1oc1ccc(Cl)cc12,26%,3%,-8%[59 µM],-9%,-13%,-1,-7%,10%
-22%,CCc1ccc(NC(=O)CSC2=Nc3ccccc3C3=NC(CCC(=O)NCCc4ccccc4)C(=O)N23)cc1 (stereo not given),19%,-30%,-4%[59 µM],-9%,2%,0,-6%,-3%
8.9µM*,Cc1cccc(N=Nc2ccc(O)c3ncccc23)c1,?,32µM*,7.1µM*,-14%,29%,-18,-11%,-1%
-16%,CS(=O)(=O)N1CCN(C(=O)c2ccc(Cl)s2)CC1,-10%,-5%,-10%,4%,-4%,3,-20%,5%

Profiles, looked up by structure.
Cc1cc(C)c(C)c(S(=O)(=O)N2CCC(C(=O)NCC(c3ccccc3)N(C)C)CC2)c1C (stereo not given) across the screens: BAZ2B inh = -5%; HP1b chromo inh = 38%; JMJD2A Tudor inh = -29%; G9a inh = 10%; PGK inhibitor = 1%; GLS inhibitor = 20%; PI4K2A block = 4; POLH inh = 4%; Pin1 inh = -4%
CCOC(=O)c1ccc(NC(=O)CNC(=O)c2ccco2)cc1 across the screens: BAZ2B inh = 8%; HP1b chromo inh = 42%[activator]; JMJD2A Tudor inh = -10%; G9a inh = 4%; PGK inhibitor = -4%; GLS inhibitor = -7%; PI4K2A block = 1; POLH inh = -11%; Pin1 inh = -1%

New compounds follow
BAZ2B inh,Molecule,HP1b chromo inh,JMJD2A Tudor inh,G9a inh,PGK inhibitor,GLS inhibitor,PI4K2A block,POLH inh,Pin1 inh
nt,O=C1Nc2ccccc2C1=Nc1ccc2[nH]c3ccccc3c2c1,?,35µM*,nt,-1%,27%,-4,-14%,8%
-13%,CCOc1ccc(NC(=O)CN2CCN(S(=O)(=O)c3ccc(OC)cc3)CC2)cc1,-10%,-20%,-25%[59 µM],-1%,1%,1,4%,-4%
-9%,COCCNC(=O)C(=O)NCC1OCCN1S(=O)(=O)c1ccc(C)cc1 (stereo not given),45%[activator],-4%,34%,0%,-2%,-10,-18%,-5%
1%,CC(C)(C)c1ccc(NC(=O)CNC2CCCc3ccccc32)cc1 (stereo not given),59%[activator],1%,-13%,-4%,5%,4,-28%,-5%
-37%,CC(=O)c1ccc(NC(=O)CCCN2C(=O)/C(=C/C(C)=C/c3ccccc3)SC2=S)cc1,-8%,-31%,15%[59 µM],-2%,3%,0,-20%,?
-24%,CCOC(=O)C1=C(C)N=C2SC=C(C)N2C1c1ccc(OC)cc1 (stereo not given),60%[activator],-6%,16%,-3%,5%,-4,-12%,-8%
9%,COc1ccc(NC(=O)C2CCCN(S(=O)(=O)c3cccc4nonc34)C2)cc1 (stereo not given),39%,-7%,-1%,nt,-7%,0,-7%,0%
-36%,CCOc1ccccc1N1CCN(C(=S)Nc2ccc(S(N)(=O)=O)cc2)CC1,29%,-22%,5%[59 µM],-17%,17%,-4,-15%,-2%
nt,O=C(COC(=O)c1cc(=O)[nH]c2ccccc12)Nc1ccccc1F,1%,-10%,nt,-13%,2%,-1,-19%,3%
2%,COc1ccc(CNC(=O)CCN2C(=O)c3ccncc3C2=O)cc1OC,29%,0%,-25%[12.7 µM],4%,27%,1,-1%,-3%
?,CCOc1ccccc1N(CC)C(=O)c1nn(C)c2c1CSc1ccccc1-2,13%,-15%,-12%,-8%,5%,-2,-8%,1%
11%,CC(C)=CCN1CCN(Cc2ccc(C#CC(C)(C)O)cc2)CC1CCO (stereo not given),33%,-2%,nt,i,-8%,2,-20%,1%
22µM*,N#Cc1nc(-c2ccccc2Cl)oc1N1CCCCC1,?,?,35µM*,-2%,6%,-4,-9%,1%
-11%,CC(=O)OC(COC1C[C@@H]2CC[C@@]1(C)C2(C)C)C[N+]1(C)CCCCC1 (stereo not given in full),3%,-3%,nt,2%,7%,1,-7%,-13%
nt,O[C@@H]1C[C@H](c2ccccc2)N(Cc2cccs2)C[C@H]1n1cc(C2CC2)nn1,nt,nt,nt,-5%,7%,-2,-25%,nt
28%,Cc1cccc(NC(=S)Nc2cccc(C)n2)n1,54%[activator],7%,-1%,8%,-6%,4,11%,9%
nt,CC1CCCC(NC(=O)COC(=O)c2n[nH]c3ccccc23)C1C (stereo not given),22%,-10%,nt,4%,-1%,-1,1%,?
-15%,CCOC(=O)N1CCN(C(=O)c2ccc(N(C)S(=O)(=O)c3ccc(C)cc3)cc2)CC1,22%,-18%,10%,-9%,3%,-1,-7%,-9%
-35%,CCC(Sc1nc(C)cc(C)n1)C(=O)NC1=NN=C(c2ccc(C)cc2)CS1 (stereo not given),6%,-31%,?,-2%,-2%,-7,-18%,-1%
12%,CS(=O)(=O)N(CC(=O)N1CCN(c2cccc(Cl)c2)CC1)c1cccc(F)c1,27%,-2%,30%[59 µM],-1%,2%,10,-16%,-3%
-1%,CC(NC(=O)COC(=O)C1CC2CCCC(C1)C2=O)c1ccccc1 (stereo not given),40%[activator],-9%,8%[12.7 µM],5%,11%,6,0%,8%
-30%,COc1cc(N(C(=O)Cc2cccs2)C(C(=O)NC2CCCCC2)c2cccc(OC)c2OC)ccc1-n1cnnn1 (stereo not given),15%,-14%,7%[59 µM],-1%,-3%,-4,-12%,15%
3%[57.1 µM],CSc1ccc(CCNc2ncnc3onc(C)c23)cc1,63%[activator],-10%,-21%[59 µM],i,3%,-3,-27%,5%
nt,C[C@H]1CN([C@@H](C)CO)C(=O)CCCn2nncc2CO[C@@H]1CN(C)Cc1cccc(C(F)(F)F)c1,nt,nt,nt,0%,4%,3,2%,nt
nt,CC(=O)Nc1ccc(N2CCOCC2)c(S(=O)(=O)Nc2ccccc2Cl)c1,nt,nt,nt,-2%,12%,2,-16%,nt
-1%,CCOC(=O)c1c(C)[nH]c2cc(Br)c(O)cc12,-12%,-21%[57.1 µM],-14%[59 µM],-3%,33%[activator],0,-14%,3%
nt,OCC[C@@H]1C[C@@H](O)[C@H](O)[C@]2(CCCO2)O1,45%[activator],-5%,nt,3%,-3%,-3,-18%,4%
-12%,COc1ccccc1NS(=O)(=O)c1cc(NC(=O)CN2C(=O)NC3(CCCC3)C2=O)ccc1C,12%,-10%,-48%,5%,4%,5,-6%,0%
1%,Cc1cc(C)c(C)c(S(=O)(=O)N2CCN(C(=O)c3ccccc3OCc3c(C)noc3C)CC2)c1C,27%,-13%,5%[12.7 µM],-2%,-2%,7,-15%,-1%
-2%,COc1ccccc1CNC(=O)C(NC(=O)c1ccccc1)C(C)C (stereo not given),46%[activator],-17%,8%,i,-7%,-2,-10%,3%
17%,CN(C)S(=O)(=O)c1cccc(NC(=O)COC(=O)C2CCN(C(=O)c3ccc(F)cc3)CC2)c1,26%,2%,8%[59 µM],1%,6%,1,-26%,7%
-6%,O=Cc1c[nH]c2ccc(C(=O)c3ccccc3)cc12,9%,-8%,-7%,-9%,-14%,-5,-5%,-4%
-26%,CC(=O)N1CCc2cc(S(=O)(=O)NCCC(=O)Nc3cccc(C)c3C)ccc21,28%,7%,-9%[12.7 µM],3%,4%,-6,-4%,-4%
-24%,COCCCNC(=O)c1cc(C(=O)Cc2ccccc2)c[nH]1,30%,-13%,4%,7%,0%,1,-20%,-2%
nt,CCC/C=C/c1ccc(CN2C(C(C)C)C(=O)N(Cc3cn(CCC4OCCCO4)nn3)CCS2(=O)=O)cc1 (stereo not given),nt,nt,nt,4%,-2%,-18,-27%,nt
-32%,COc1cccc(-c2onc3ccc(C(=O)/C=C/N(C)C)cc23)c1,-13%,?,-33%,-3%,4%,-6,?,20%

Some of the compounds tested. The share of hits here may be higher or lower than overall.
